GPR55 antagonists: inhibition of LPI-stimulated GPR55 beta-arrestin translocation – imaging, U2OS, beta-arrestin-GFP, LPI agonist, primary screen (AID 2013); U2OS GPR55 beta-arrestin-GFP translocation imaging, LPI antagonism; higher % means a stronger effect; inhibition, % at 10 µM; hits with a dose series show IC50 in µM; 0.13% of 290,000 active;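 active means spots per cell inhibited over 60%, with over 100 cells counted and total cytoplasm intensity under 500,000; inconclusive means wells with under 100 cells, flagged as likely toxic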;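 further: U2OS cells stably carrying GPR55 and arrestin-GFP stimulated by 5 µM LPI near EC80; imaged beta-arrestin-GFP aggregate spots per cell after agonist stimulation; plate controls were LPI-stimulated DMSO wells for no effect and DMSO wells without LPI for full effect; some results filed as inactive read as strong as hits; confirmed hits need IC50 under 10 µM and bright autofluorescent wells are also inconclusive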
T cell modulator: T cell immune modulators affecting CD8 T cell-vesicle binding. AID 2052. 0.068% of 330,000 active. 2C CD8+ T cell-vesicle binding, flow cytometry; active compounds read low. calls only at 7 µM;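 active means response, share of CD8 T cells binding vesicles, and their 90th percentile fluorescence all below set limits, cut at about 80% in these data, passing the limit was not always enough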
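Read-out – percent CD8+ FL2 mean versus row control · System – murine 2C transgenic CD8+ T lymphocytes · Times – 1.5 h cell–vesicle binding at 37 °C, then 20 min icy labelling · Control set – naked vesicles low, QL9 vesicles with vehicle high · Detection – cytometric PE anti-B7-1 and Alexa647 anti-CD8 signals after 1% paraformaldehyde fixation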
NOD1 inhibition: inhibition of NOD1-driven NF-kB reporter – cell-based, luminescence, uHTS, primary screen (AID 1578); 1% of 290,000 active; NOD1-driven NF-kB luciferase reporter cells, luminescence; higher % means a stronger effect; inhibition, % at 4 µM, or EC50 in µM where a hit was titrated; in the data active means inhibition mostly above about 36%, no sharp cut-off; inactive means mostly below about 34%;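 further: HEK-293T reporter cells stimulated with the NOD1 agonist gamma-tri-DAP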
GPR55 beta-arrestin: selective activators of receptor GPR55 – imaging, U2OS cells, beta-arrestin-GFP redistribution, primary screen (AID 1961); activation, % at 10 µM; hits with a dose series show EC50 in µM; 0.048% of 290,000 active; U2OS GPR55 beta-arrestin-GFP redistribution imaging; higher % means a stronger effect;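 active means activation above 40% with more than 50 cells counted in the well; inconclusive means wells holding fewer than 50 cells, flagged as toxic or sparse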;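 further: U2OS osteosarcoma cells stably expressing GPR55 and beta-arrestin-GFP; plate controls were DMSO negative control for no effect and LPI positive control for full effect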
NTR1 agonist: agonists of NTR1, primary screen, imaging, U2OS cells, beta-arrestin-GFP, high content (AID 493036) | activation, % at 20 µM | NTR1-U2OS beta-arrestin-GFP spot imaging, agonist mode | P30989 | 0.17% of 330,000 active;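 active means activation at or above 40% of the spot to cytoplasm intensity ratio, with at least 20 cells analyzed; inconclusive means wells under 20 cells, flagged as cytotoxic or low count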;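 further: 0% = DMSO without peptide and 100% = 100 nM NTR1 peptide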
Target sequence (P30989 whole entry, looked up): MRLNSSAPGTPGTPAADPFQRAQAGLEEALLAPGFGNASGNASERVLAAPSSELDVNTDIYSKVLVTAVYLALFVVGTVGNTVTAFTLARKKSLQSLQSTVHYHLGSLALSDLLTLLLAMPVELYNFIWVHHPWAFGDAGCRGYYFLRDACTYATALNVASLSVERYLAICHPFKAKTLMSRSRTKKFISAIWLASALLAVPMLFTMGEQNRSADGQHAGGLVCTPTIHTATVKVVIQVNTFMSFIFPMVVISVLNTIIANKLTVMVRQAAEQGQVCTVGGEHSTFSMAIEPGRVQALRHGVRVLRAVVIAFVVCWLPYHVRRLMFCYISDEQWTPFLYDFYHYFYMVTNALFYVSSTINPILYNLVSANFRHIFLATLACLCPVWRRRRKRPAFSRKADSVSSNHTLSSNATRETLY
KOR beta-arrestin-1: kappa opioid receptor blockers – cell-based, luminescence, uHTS (AID 1778); KOR beta-arrestin recruitment, luminescence, antagonist mode; higher % means a stronger effect; inhibition, % at 10 µM, or IC50 in µM where a hit was titrated; 0.091% of 290,000 active; further: strong numbers were not always called active
KOR beta-arrestin-2: KOR agonists, beta-arrestin recruitment, primary screen, cell-based, luminescence, uHTS (AID 1777); KOR beta-arrestin recruitment, luminescence; higher % means a stronger effect; one-dose activation, % at 10 µM; EC50 in µM for titrated hits; 0.02% of 280,000 active; in the data active means activation above about 50%, passing the limit was not always enough; further: a part of the inactive calls stands beside numbers as strong as those of hits
HEK293 NOD2/NF-kB: inhibition of NOD2-driven NF-kB reporter – cell-based, luminescence, uHTS, HEK293 (AID 1566); HEK293 NOD2/NF-kB luciferase reporter, luminescence; higher % means a stronger effect; inhibition, % at 4 µM; hits with a dose series show EC50 in µM; 0.63% of 290,000 active; further: many of its hits are not listed in these tables
Myeloid diff 2: promotes myeloid progenitor differentiation; ER-HoxA9 myeloid progenitors, lysozyme-GFP differentiation, flow cytometry; calls only at 10 µM; 1% of 360,000 active;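 active means normalized GFP-positive differentiation at or above the plate's own cutoff, the solvent-only control mean plus 3 SD; inconclusive means no clear call, values can overlap the other calls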;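 further: cells exposed to compound for four days before flow analysis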
T cell modulator vesicle-bound %: recorded beside T cell modulator, whose call it bears; double positive events, %; measured here: CD8+ vesicle-bound cell fraction;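 binding gate set so that unloaded-vesicle control wells show 10% double positive cells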
NTR1 agonist cell count 20 µM: recorded beside NTR1 agonist, whose call it bears; cell count; measured here: cell count, cytotoxicity flag
Myeloid diff 2 GFP+ MAC1+ %: also measured in Myeloid diff 2; calls as there; GFP+ MAC1+ double positive, %; measured here: differentiation confirmed by MAC1 staining
The depositor's hits bear a star; i = inactive; ? = inconclusive; nt = no result given; + = active, no number; [ ] = another dose, or the depositor's remark. Unless noted, no stated cut-off is given here; in the data, active means inhibition above about 50%; inactive means the rest. This is a subset; count on the stated rates, not on these rows.

SMILES	GPR55 antagonists	T cell modulator	T cell modulator vesicle-bound %	NOD1 inhibition	GPR55 beta-arrestin	NTR1 agonist	NTR1 agonist cell count 20 µM	KOR beta-arrestin-1	KOR beta-arrestin-2	HEK293 NOD2/NF-kB	Myeloid diff 2	Myeloid diff 2 GFP+ MAC1+ %
CC(=O)c1cccc(CN2CCCCC2C(=O)Nc2ccc(Oc3ccccc3)nc2)c1 (stereo unspecified)	13%	i	29	-6%	-0.1%	-0.1	60	-2%	0.8%	3%	i	1.5
COc1ccc(-n2cnnc2SCC(=O)Nc2cc(C)on2)cc1	19%	i	59	-6%	0.3%	-0.7	54	-2%	-3.8%	16%	i	0.2
COc1ccc(Oc2cn[nH]c2-c2ccc(O)cc2O)cc1	1%	i	34	16%	-0.1%	-1.2	41	-3%	3.7%	5%	i	1.0
CC(C)CCNc1nc(N)c([N+](=O)[O-])c(NC2CCCCC2)n1	6%	i	59	-6%	-0.1%	18	72	-16%	-1.8%	11%	i	0.9
CCO[C@@H]1OC(C(=O)NCc2ccccc2)=C[C@H](c2csc3ccccc23)[C@H]1CCCO	15%	i	25	-37%	-0.2%	12	88	24%	3.3%	5%	i	2.4
Cc1c(Cc2ccccc2)c(=O)oc2cc(OC(C)C(=O)NCC3CCC(C(=O)O)CC3)c(Cl)cc12 (stereo unspecified)	-2%	i	33	-7%	0.5%	-2.0	91	-25%[20 µM]	-2.8%	17%	i	1.4
Oc1cccc(Oc2ncc(C(F)(F)F)cc2Cl)c1	7%	i	60	-12%	-0.1%	18	80	5%[20 µM]	1.5%	16%	i	0.1
COc1ccc(C)cc1NC(=O)COC(=O)c1ccc([N+](=O)[O-])o1	10%	i	22	-30%	0.0%	9.6	55	22%	-5.0%	9%	i	0.6
C[C@H](NC(=O)[C@@H]1Cc2ccccc2CN1C(=O)OC(C)(C)C)C(=O)NC1CCCCC1	7%	i	16	-22%	-0.1%	-0.6	58	8%	-2.0%	9%	i	7.7
COc1cc(CNn2c(C)n[nH]c2=S)cc(Br)c1OCC(=O)NC(C)(C)C	-2%	i	7	3%	0.6%	1.3	65	-38%[20 µM]	-7.0%	15%	i	0.2
Cc1ccc(C)c(OCCCC(=O)Nc2ccccc2C(N)=O)c1	-8%	i	68	-19%	-0.1%	0.0	94	-13%[20 µM]	-1.5%	17%	i	0.2
CCCCC(=O)Nc1ccc(N2CCN(C(=O)CC)CC2)cc1	-10%	i	39	-4%	-0.1%	1.1	54	21%	-1.4%	10%	i	5.5
COc1ccc(C(c2c(C)n(C)n(-c3ccccc3)c2=O)c2c(C)n(C)n(-c3ccccc3)c2=O)cc1OC	-20%	i	66	-26%	-0.1%	1.5	46	-4%[20 µM]	nt	-7%	i	0.5
Cc1ccc(/C=N/NC(=O)CN2CCN(S(=O)(=O)c3ccc(Br)cc3)CC2)s1	14%	i	45	-6%	0.1%	0.7	50	-20%	0.3%	-12%	i	0.1
NC(=O)c1nn(-c2ccccc2)nc1NC(=O)Cn1nnc(-c2ccccc2)n1	5%	i	16	-39%	-0.2%	0.7	53	-19%	-8.9%	3%	i	0.4
CC(=O)c1c(NCc2ccccc2)nc(=O)n(-c2ccccc2)c1C	-8%	i	23	-16%	-0.1%	0.4	81	-12%	-5.2%	-19%	i	3.8
CCOc1ccc(N2C(=O)CC(N3CCN(C(=O)c4ccco4)CC3)C2=O)cc1 (stereo unspecified)	6%	i	41	14%	0.6%	-0.7	63	-20%	-5.1%	23%	i	0.5
CC1CCCCN1CCCNC(=O)Cn1ncc2c([nH]c3ccccc32)c1=O (stereo unspecified)	13%	i	14	5%	-0.1%	0.0	68	3%	6.7%	4%	?	nt
Clc1ccccc1OCc1nc(-c2ccc(Br)o2)no1	16%	i	37	-93%	-0.2%	-2.6	49	-15%	7.3%	-24%	i	2.0
CCC(C)(C(=O)NC1CCCCC1)N(Cc1cccs1)C(=O)Cc1cccs1 (stereo unspecified)	4%	i	2	-6%	0.3%	-2.5	84	-2%	3.8%	-24%	i	1.2
CC(=O)N1c2ccc(S(=O)(=O)NCCC(=O)N(C)C3CCCCC3)cc2CC1C (stereo unspecified)	0%	i	12	-8%	-0.3%	0.5	80	-36%	-2.8%	25%	i	3.1
CCCCNC(=O)CCn1c(=O)c2ccccc2n(CC(=O)NCCc2ccc(OC)c(OC)c2)c1=O	0%	i	47	-10%	-0.5%	0.3	55	11%	-0.9%	9%	i	0.7
O=C1COc2ccc(C(=O)NCc3ccco3)cc2N1	15%	i	48	-36%	-0.1%	0.6	54	-4%	-1.3%	-12%	i	12
O=C(O)CC(c1ccccc1)c1ccccc1	3%	i	47	-12%	-0.2%	1.2	68	-9%	-0.2%	12%	i	3.7
O=C(NNc1ccccc1[N+](=O)[O-])Nc1cccc(Cl)c1	-3%	i	26	-5%	-0.1%	-0.4	49	6%	-3.4%	-11%	i	0.1
CC(C)(C)c1ccc(S(=O)(=O)NNC(=O)C2CCN(Cc3cccc(F)c3)CC2)cc1	8%	i	52	-21%	-0.4%	1.0	28	-44%	6.0%	-4%	i	0.0
COc1cccc(C2/C(=C(\O)c3ccc4c(c3)OCCO4)C(=O)C(=O)N2CCN(C)C)c1 (stereo unspecified)	3%	i	26	-11%	0.0%	-4.3	83	3%	-2.3%	-14%	i	0.4
Cc1ccc2[nH]c3c(c2c1)CCN1C(=O)OC(C)(C)C31C (stereo unspecified)	3%	i	14	-15%	0.6%	-0.6	69	-4%	1.7%	12%	i	0.9
CCCCC(NC(=O)c1cccc(Br)c1)C(=O)O (stereo unspecified)	-11%	i	47	-12%	-0.1%	-0.9	91	-41%[20 µM]	nt	12%	i	0.3
COc1ccccc1NC(=O)c1c(NC(=O)c2ccco2)sc2c1CCC2	8%	i	39	-50%	0.5%	2.0	54	7%	6.4%	-9%	+	15*
COc1cccc(C2=NOC(C(=O)NCCCn3ccnc3)C2)c1 (stereo unspecified)	7%	i	64	27%	-0.1%	0.1	73	-38%	7.2%	-9%	i	0.3
OCC[C@@H]1C[C@H](O)[C@@H](O)[C@]2(OCCc3ccccc32)O1	8%	i	21	21%	0.6%	0.7	61	-13%[20 µM]	-2.6%	14%	i	1.4
CNS(=O)(=O)c1cccc(C(=O)OC2CCCCC2=O)c1 (stereo unspecified)	8%	i	49	5%	-0.1%	-0.1	44	-27%	-2.4%	4%	i	0.6
Cn1c(COc2ccc(C(=O)O)cc2)nc2ccccc21	5%	i	22	-4%	0.0%	-1.2	56	-26%	-3.2%	-4%	i	0.6
O=C(O)CC/C(=N/NC(=O)CNC(=O)Cc1ccc(Cl)cc1)c1ccccc1	-5%	i	18	-9%	2.0%	1.9	62	-13%	5.1%	3%	i	0.3
CC(=O)c1c(-c2ccccc2)[nH]c2ccccc12	-6%	i	55	6%	0.1%	2.0	55	-93%[20 µM]	-0.7%	6%	i	0.0
c1ccc(-c2c(-c3ccccc3)n(Cc3ccco3)c3ncnc(NCCCn4ccnc4)c23)cc1	2.1µM*	i	27	27%	-0.1%	16	82	17%	4.5%	15%	i	0.5
O=C(OC1CCOC1=O)c1cccc(S(=O)(=O)N2CCc3ccccc3C2)c1 (stereo unspecified)	-1%	i	47	-1%	-0.3%	4.1	36	12%	0.9%	15%	i	0.0
C=CCC(C)(NCc1ccccc1)c1ccc(C)cc1 (stereo unspecified)	1%	i	38	-8%	0.1%	0.3	40	-1%	2.3%	19%	i	0.1
CCc1nc(N)c(C#N)c(-c2ccccc2OC)c1C	-4%	i	35	-7%	0.2%	-1.1	72	2%	2.4%	13%	i	0.0
O=C(CSc1ccc(C(F)(F)F)cc1[N+](=O)[O-])Nc1ccc2ccccc2c1	11%	i	7	-14%	0.6%	2.2	49	-7%	0.6%	5%	i	0.4
CSC1=C(C#N)C(c2ccccc2Cl)C2=C(N1)c1ccccc1C2=O (stereo unspecified)	4%	i	29	-2%	-0.1%	14	80	10%	-1.1%	16%	i	1.0
Cc1ccc(NC(=O)Cn2nc(C(=O)O)c3ccccc3c2=O)c([N+](=O)[O-])c1	-4%	i	39	-27%	-0.1%	-0.2	48	-25%	2.5%	0%	nt	nt
CC(=O)Oc1ccc2ccccc2c1C(NC(=O)C(C)C)c1cccc([N+](=O)[O-])c1 (stereo unspecified)	-2%	nt	nt	-3%	0.2%	0.9	68	-6%	4.7%	-17%	i	5.6
COc1ccc2[nH]c(=O)c(CN(Cc3nnnn3Cc3ccc(F)cc3)CC3CCCO3)cc2c1 (stereo unspecified)	16%	i	8	0%	0.6%	0.7	42	-21%	1.1%	10%	i	1.3
Cc1cccc(NC(=O)N2C3CCCC2CC(NC(=O)C2CC2)C3)c1 (stereo unspecified)	3%	i	27	12%	0.6%	2.2	47	-9%	-5.7%	10%	i	0.5

4 entries from above, with values under each structure.
Order of results – GPR55 antagonists | T cell modulator | T cell modulator vesicle-bound % | NOD1 inhibition | GPR55 beta-arrestin | NTR1 agonist | NTR1 agonist cell count 20 µM | KOR beta-arrestin-1 | KOR beta-arrestin-2 | HEK293 NOD2/NF-kB | Myeloid diff 2 | Myeloid diff 2 GFP+ MAC1+ %
O=C(CSc1ccc(C(F)(F)F)cc1[N+](=O)[O-])Nc1ccc2ccccc2c1
→ 11% | i | 7 | -14% | 0.6% | 2.2 | 49 | -7% | 0.6% | 5% | i | 0.4
CSC1=C(C#N)C(c2ccccc2Cl)C2=C(N1)c1ccccc1C2=O (stereo unspecified)
→ 4% | i | 29 | -2% | -0.1% | 14 | 80 | 10% | -1.1% | 16% | i | 1.0
Cc1ccc(NC(=O)Cn2nc(C(=O)O)c3ccccc3c2=O)c([N+](=O)[O-])c1
→ -4% | i | 39 | -27% | -0.1% | -0.2 | 48 | -25% | 2.5% | 0% | nt | nt
CC(=O)Oc1ccc2ccccc2c1C(NC(=O)C(C)C)c1cccc([N+](=O)[O-])c1 (stereo unspecified)
→ -2% | nt | nt | -3% | 0.2% | 0.9 | 68 | -6% | 4.7% | -17% | i | 5.6

Screening results (PubChem BioAssay)
